AmpC inh no detg: blocks E. coli AmpC beta-lactamase in detergent-free assay | P00811 | AmpC nitrocefin hydrolysis, absorbance 480 nm, 0.0001% Triton | Potency, µM (series often up to 57.1 µM), without a hit: at the highest dose activity change, negative = inhibition, most hits filed as inhibitors | actives 0.52% (n = 330,000) | AID 485341;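 note: potency is the fitted concentration of half-maximal effect; plate controls were no compound for no effect and no enzyme for full effect; nearly all actives have a fitted effect of over 20% in size; some results filed as inactive show a strong effect at the top dose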
Target sequence (P00811 whole entry, looked up): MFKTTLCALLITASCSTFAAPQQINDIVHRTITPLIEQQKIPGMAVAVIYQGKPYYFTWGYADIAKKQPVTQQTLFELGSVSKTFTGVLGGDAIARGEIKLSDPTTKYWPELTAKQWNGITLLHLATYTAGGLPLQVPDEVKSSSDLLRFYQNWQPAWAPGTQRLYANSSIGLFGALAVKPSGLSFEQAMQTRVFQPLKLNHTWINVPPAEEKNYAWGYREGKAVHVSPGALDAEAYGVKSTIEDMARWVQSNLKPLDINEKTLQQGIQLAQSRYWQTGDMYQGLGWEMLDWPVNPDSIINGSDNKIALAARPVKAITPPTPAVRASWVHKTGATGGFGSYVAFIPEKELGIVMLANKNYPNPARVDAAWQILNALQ
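20 mM phosphate pH 7.0 + 0.01% (detergent screen) or 0.0001% Triton X-100; 5.3 nM AmpC reagent; cpd preinc 15 min RT; nitrocefin (800 uM stock) to start; A480 q20 s × 4 min; Activity was normalised to no-enzyme and no-compound control wells.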
HCV inh: inhibitors of hepatitis C virus infection; Huh7.5.1 HCVcc-Cre infection, luciferase reporter, 44 h; Potency, µM (top dose mostly 41.8 µM), for inactives: top-dose activity change, negative = inhibition, actives largely listed as inhibitors; actives 3.4% (n = 340,000); note: potency is the fitted concentration of half-maximal effect
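Infectious HCVcc-Cre (~0.5 moi) was added to cells just after compound, with cells seeded 4 h earlier at 1,000 per well. Luciferase activity after 44 h culture reported infection; substrate was incubated 15 min at room temperature before reading.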
HCMV inh: human cytomegalovirus inhibition. HFF cells, HCMV-luciferase reporter, 72 h; active compounds read low. activity change, negative = inhibition, % at 57.5 µM. actives 4.5% (n = 410,000); in the data active = activity change below about -60%; inconclusive = no clear call, values can overlap the other calls; inactive = above about -39%
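Luciferase read-out from HCMV-luciferase-infected HFFs (MOI 1 PFU/cell) 72 h post infection at 37C; compounds added after 16 h cell attachment; activity normalized between buffer-only basal and Salinomycin (10uM) inhibitor controls.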
Giardia FBPA inh: inhibitors of Giardia lamblia fructose-1,6-bisphosphate aldolase; A8B2U2; purified Giardia FBPA; Potency, µM (highest dose often 59.6 µM), inactives show at the top dose activity, negative = inhibition, most hits filed as inhibitors; actives 0.71% (n = 290,000); AID 2451; note: potency is the fitted concentration of half-maximal effect; nearly all actives have a fitted effect of over 55% in size
Target sequence (A8B2U2 whole entry, looked up): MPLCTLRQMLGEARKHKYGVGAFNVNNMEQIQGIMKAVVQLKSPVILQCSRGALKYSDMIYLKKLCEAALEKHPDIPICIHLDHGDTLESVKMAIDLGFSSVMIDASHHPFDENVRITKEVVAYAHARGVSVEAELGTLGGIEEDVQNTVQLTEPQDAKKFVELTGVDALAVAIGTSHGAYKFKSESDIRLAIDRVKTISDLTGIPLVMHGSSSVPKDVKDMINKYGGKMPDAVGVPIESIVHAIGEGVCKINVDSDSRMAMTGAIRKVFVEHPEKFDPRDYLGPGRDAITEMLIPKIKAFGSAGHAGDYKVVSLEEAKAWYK
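Giardia FBPA (40 nM reagent) was preincubated 10 min at RT with compound (up to 57.5 uM final), then substrate plus GAPDH/TPI/NAD/arsenate coupling system with diaphorase/resazurin was added; resorufin fluorescence (525/598 nm) was read after 20 min.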
AmpC inh detg: blocks E. coli AmpC beta-lactamase in detergent assay; AmpC hydrolysis of nitrocefin, absorbance 480 nm, 0.01% Triton; Potency, µM (top dose mostly 114 µM), inactives show at the top dose activity change, negative = inhibition, actives largely listed as inhibitors; actives 0.041% (n = 370,000); AID 485294;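 note: potency is the fitted concentration of half-maximal effect; 0% = no-compound wells and -100% = no-enzyme wells; nearly all actives have a fitted effect of over 25% in size; some results filed as inactive show a strong effect at the top dose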
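AmpC (5.3 nM in the dispensed reagent) in 20 mM phosphate pH 7.0 with 0.01% (detergent screen) or 0.0001% Triton X-100 was preincubated with compounds for 15 min at room temperature. Nitrocefin was then added from an 800 uM solution, and hydrolysis was followed at 480 nm.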
Sm TGR block: blocks Schistosoma mansoni thioredoxin glutathione reductase; Potency, µM (highest dose often 114 µM), for inactives: at the highest dose activity change, negative = inhibition, hits mostly inhibitors; Q962Y6; AID 485364; purified TGR, DTNB reduction, TNB absorbance 405 nm; actives 3% (n = 360,000); note: potency is the fitted concentration of half-maximal effect; nearly all actives have a fitted effect of over 60% in size
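First, TGR (20 nM dispensed) and NADPH were mixed with compound. Second, a 15 min room-temperature incubation followed. Third, further NADPH and then DTNB were added to start the reaction. Finally, TNB absorbance was monitored kinetically.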
The depositor's hits bear a star; u = inconclusive; x = not tested or not shown; & = joins results of further samples; [ ] = dose if it differs, or a comment. Unless noted, calls come from the whole dose curve; as a rule, active = well fitted curve in the direction sought with a large enough effect; inconclusive = small, poorly fitted or top-dose-only effect, or another doubt; inactive = no such curve, though single readings can be large; an effect the other way counts as inactive or inconclusive. Unless noted, % is set by controls: 0 for no effect and ±100 for the full control effect.

SMILES	AmpC inh no detg	HCV inh	HCMV inh	Giardia FBPA inh	AmpC inh detg	Sm TGR block
O=c1c(-c2ccc(O)cc2O)coc2cc(O)cc(O)c12	-32%	-11%	14	2%	9%	-22%
COCn1c(-c2ccc(OC)cc2)nc2ccccc21	-4%	4%	78	1%	3%	0%
CCOc1ccc(Oc2ccc(Cl)cc2N)cc1	-18%[11.4 µM]	u	-8	-17%	-13%	-10%
COc1ccc(S(=O)(=O)NC(CC(=O)NCC2CCCO2)c2ccco2)cc1 (configuration not stated)	-2%	9%	12	-2%	6%	0%
O=C(COC(=O)CCc1nc2ccccc2s1)Nc1cccc(S(=O)(=O)N2CCOCC2)c1	36%	16%	4	0%	-4%	0%
COc1ccc(Cn2c(CO)cnc2SCC(=O)NCc2ccco2)cc1	x	x	11	x	13%	0%
N#CCCN1CCN(C(CNS(=O)(=O)c2ccc(Cl)cc2)c2ccccc2)CC1 (configuration not stated)	43%	13%	16	-3%	-6%	8%
COc1ccc(CCNC(=O)c2ccc(CNS(=O)(=O)c3cc(C)ccc3C)cc2)cc1OC	-10%	u	u	0%	-13%	0%
COc1ccccc1NC(=S)NNC(=O)c1cc(C)nn1C	-21%	-3%	-103*	3%	u	-30%
Cc1ccc(NC(=S)N/N=C2\CCCCC2C)cc1 (configuration not stated)	-27%	u	-3	-16%	-2%	-24%
Cc1nn(CCC(=O)NNC(=S)Nc2ccc(Cl)cc2)c(C)c1[N+](=O)[O-]	-29%	21%	-22	4%	3%	-22%
CC(Oc1ccc(Cl)cc1Cl)C(=O)NCCCN1CCOCC1 (configuration not stated)	31%	-9%	28	-1%	u	-7%
O=C(CC(C(=O)N1CCc2ccccc21)n1ccnc1)NCC1CCCO1 (configuration not stated)	-6%	-6%	3	1%	3%	0%
O=C(COc1ccc(-c2ccccc2)cc1)NN=C1CCCC1	-5%[2.29 µM]	4%	-36	3%	u	7%
CC(C)c1ccc(NC(=O)Cn2c(=O)oc3cc(S(=O)(=O)N4CCCC4)ccc32)cc1	x	x	-39	x	-3%	0%
O=C(CNC(=O)c1ccccc1Cl)Nc1ccncc1	-5%	14%	-7	x	0%	2%
CCc1ccc(NC(=O)C[n+]2cc(-c3ccc(C)cc3)n3c2CCC3)cc1	33%	u	19	1%	2%	15%
CCn1c(SCC(=O)Nc2ccc(OC)c(OC)c2)nnc1-c1c[nH]c2ccccc12	0.63µM*	-26%	12	-3%	-2%	1%
COc1ccc(C2C(C(=O)c3ccc(C)o3)=C(O)C(=O)N2Cc2cccnc2)cc1 (configuration not stated)	-13%	17%	0	-6%	u	-9%
CCN(C(=O)CN1CCCC(C)C1)c1c(N)n(Cc2ccccc2)c(=O)[nH]c1=O (configuration not stated)	-24%	0%	14	x	x	x
OCCN(CCO)c1ncnc2c1cnn2-c1ccc(F)cc1	x	x	88	x	-7%	-15%
Cc1c(NC(=O)CSc2nnc3sc4ccccc4n23)c(=O)n(-c2ccccc2)n1C	-7%	5%&-1%	-8	3%	1%	-7%
COc1ccc(-n2nc3c(c2NC(=O)C2CCCC2)CS(=O)C3)cc1 (configuration not stated)	-11%	6%	12	3%	u	0%
CC(C)OC(=O)CC12CN(C)CC(CC(=O)OC(C)C)(CN(C)C1)C2=O	-28%	5%	-8	2%	u	18%
Cc1ccc(C(=O)NNC(=O)C2CCN(Cc3ccc(Cl)c(Cl)c3)CC2)cc1	-11%	14%	-6	-1%	u	0%

Additional entries
SMILES	AmpC inh no detg	HCV inh	HCMV inh	Giardia FBPA inh	AmpC inh detg	Sm TGR block
Cc1cc(N2O[C@]34C=C[C@]25C[C@@H](O)CC[C@]5(C)C3CC[C@]2(C)[C@@H]([C@H](C)/C=C/[C@H](C)C(C)C)CC[C@H]24)no1 (some centres not stated)	17%	u	-1	x	x	x
C[C@H]1CN([C@@H](C)CO)C(=O)Cc2cc(NC(=O)C3CC3)ccc2O[C@H]1CN(C)Cc1ccc(C(=O)O)cc1	-30%	9%	12	x	x	x
Cc1ccc(CNC(=O)CN2C(=O)NC(C)(c3ccc(Cl)cc3)C2=O)cc1 (configuration not stated)	-3%	-2%	10	5%	-2%	-9%
O=C(Cn1c(=O)oc2ccccc21)NCC1COc2ccccc2O1 (configuration not stated)	-24%	2%	-11	-6%	2%	-3%
COc1cccc(NC(=O)C2CCCN(c3ncnc4onc(C)c34)C2)c1 (configuration not stated)	x	x	-31	x	10%	5%
CCOc1ccc(NC(=O)c2c(NCc3cccs3)sc3c2CCCCC3)cc1	x	x	-8	x	2%	7.9µM*
O=C(Nc1cccc(S(=O)(=O)c2cccc(NC(=O)C3CC3)c2)c1)C1CC1	-30%	5.6µM*	u	2%	3%	-2%
CCCNC(=O)c1ccc2c(=O)c(O)c(-c3ccc(C)cc3)[nH]c2c1	-40%	-20%[8.37 µM]	-30	-3%	-1%	10%
COc1ccc(S(=O)(=O)NCC(c2cccs2)N2CCc3ccccc3C2)cc1 (configuration not stated)	-45%	2%	-21	x	-13%	-1%
COCCNc1oc(-c2ccco2)nc1S(=O)(=O)c1ccccc1	0%	17%	x	x	-1%	50µM*
Cc1cc(NC(=O)CCC(=O)N2CCC3(CC2)OCCO3)no1	0%	-9%	8	5%	-18%	5%
O=C(COC(=O)CCc1ccc(S(=O)(=O)N2CCCCC2)cc1)Nc1cccc2ccccc12	-26%	15%	-106*	0%	3%	8%
Cc1ccc(CSc2nc3ncccc3[nH]2)cc1	-38%	-2%	73	-4%	-12%	12%
CCCCn1c(SCc2cccnc2)nc2c1c(=O)n(C)c(=O)n2C	9%	u	-6	4%	-1%	5%
CCN(CC)C(=O)CN(c1ccc(Cl)cc1)S(=O)(=O)c1ccccc1	26%	9%	-5	6%	-8%	-6%
Cc1ccc(CN2CCCn3nc(C(=O)NCc4ccccc4Cl)cc3C2=O)cc1	x	x	-16	x	11%	-1%
Cc1ccccc1-n1c(=O)c2ccccc2n2cnnc12	-18%	5%	2	1%	1%	-21%
Cc1cc(C)c(NC(=O)CSc2nccn2Cc2ccco2)c(C)c1	x	x	23	x	-1%	-10%
CCc1ccc(NC(=O)c2nnn(Cc3cccc(C(F)(F)F)c3)c2N)cc1	x	x	-9	x	16%	-3%
COC(=O)c1sc2ccccc2c1-n1cccc1C(=O)C(=O)Nc1ccc(Cl)cc1	-39%	u	31	-1%	0%	2%
Cc1ccc2nc(N3CCOCC3)c(C=O)cc2c1	0%	u	17	-2%	4%	2%
COC(=O)c1ccc(-c2sc3nc(N4CCOCC4)c4c(c3c2N)CCCC4)o1	-30%	u	-11	-11%	-5%	-9%
CCOC(=O)C1(CCOc2ccccc2)CCN(S(=O)(=O)N(C)C)CC1	84%[activator]	8%	-26	7%	4%	-1%
Fc1ccccc1N1CCN(Cc2nc(-c3ccccc3)no2)CC1	16%	-6%	57	1%	1%	-2%
CCN(CC(=O)Nc1cc(C)on1)CC(=O)Nc1ccccc1C(F)(F)F	-4%	-6%	-18	x	-5%	-1%

Arranged by molecular weight (rising): seven of the compounds above
SMILES	AmpC inh no detg	HCV inh	HCMV inh	Giardia FBPA inh	AmpC inh detg	Sm TGR block
CCOc1ccc(Oc2ccc(Cl)cc2N)cc1	-18%[11.4 µM]	u	-8	-17%	-13%	-10%
O=C(CNC(=O)c1ccccc1Cl)Nc1ccncc1	-5%	14%	-7	x	0%	2%
CCc1ccc(NC(=O)C[n+]2cc(-c3ccc(C)cc3)n3c2CCC3)cc1	33%	u	19	1%	2%	15%
COc1cccc(NC(=O)C2CCCN(c3ncnc4onc(C)c34)C2)c1 (configuration not stated)	x	x	-31	x	10%	5%
CCN(CC(=O)Nc1cc(C)on1)CC(=O)Nc1ccccc1C(F)(F)F	-4%	-6%	-18	x	-5%	-1%
CCOc1ccc(NC(=O)c2c(NCc3cccs3)sc3c2CCCCC3)cc1	x	x	-8	x	2%	7.9µM*
COc1ccc(CCNC(=O)c2ccc(CNS(=O)(=O)c3cc(C)ccc3C)cc2)cc1OC	-10%	u	u	0%	-13%	0%

(list continues)
SMILES	AmpC inh no detg	HCV inh	HCMV inh	Giardia FBPA inh	AmpC inh detg	Sm TGR block
COc1ccc(C(CNC(=O)Nc2ccccc2)N2CCN(C)CC2)cc1 (configuration not stated)	-7%	13%	-19	14%	-7%	-14%
CC(C)c1ccc(NC(=O)CSc2n[nH]c(=O)n2C2CC2)cc1	-6%	-19%	-9	x	8%	-2%
Cc1ccccc1CCNC(=O)C1CCC(=O)N(C2CCCCCC2)C1 (configuration not stated)	119%[activator]	-22%	26	x	5%	1%
CCOC(=O)C1=C(CSCC(=O)OC)NC(=O)NC1c1cc(C)ccc1C (configuration not stated)	-12%	13%	29	0%	u	-29%
COc1ccc2nc(N=Nc3c(O)ccc4ccccc34)sc2c1	4%	14%	x	4%	1%	-4%
COc1cc(C(=O)OC(C)C(=O)NC(=O)NC2CCCCC2)ccc1OC(F)F (configuration not stated)	15%	u	8	x	-2%	-2%
O=C(Nc1ccc(S(=O)(=O)N2CCOCC2)cc1)c1cc(-c2ccccc2O)n[nH]1	-14%	-18%	u	1%	6%	5%
COC(=O)c1cc2oc3ccccc3c2n1Cc1c(C)cc(C)cc1C	x	x	25	x	14%	0%
CCN(Cc1ccccc1)Cc1c(O)ccc2c(=O)c(-c3ccc(Cl)cc3Cl)coc12	x	x	2	x	-13%	-29%
COCCC(=O)N1CCC(Oc2ccc(C(=O)N3CCCC(OC)C3)cc2)CC1 (configuration not stated)	2%	23%	49	x	3%	-18%
CC(C)Cn1c(N)c(C(=O)COC(=O)c2nccnc2N)c(=O)n(C)c1=O	-14%	-16%	0	x	2%	-4%
O=C(NC(Cc1ccccc1)C(=O)N1CCN(c2ccccn2)CC1)c1ccco1 (configuration not stated)	7%	u	-9	-1%	6%	-17%
Cc1c(Br)c([N+](=O)[O-])nn1CC(=O)Nc1ccc(CC#N)cc1	-20%	x	x	-1%	-13%	-3%
CC(=O)c1c(C)[nH]c(C(=O)COC(=O)CN(C)S(=O)(=O)c2ccc(Cl)cc2)c1C	-11%	-4%	0	-4%	-5%	13%
COc1ccc(CNC(=O)CN2C(=O)c3ccc([N+](=O)[O-])cc3C2=O)cc1	-8%	18%	-16	x	2%	-2%
COc1cc(-c2noc(C)c2C(=O)NCCCN2CCCC2=O)cc(OC)c1OC	-3%	16%	16	x	x	x
Cc1n[nH]c(C)c1Sc1ccccc1[N+](=O)[O-]	-15%	0%	-32	-11%	u	9%
CCCCc1nnc(SCCSc2nnc(CCCC)n2N)n1N	-17%	-11%	30	1%	u	-2%
CN(Cc1ccccc1)C(=O)C1CCCN1S(=O)(=O)c1ccc2c(c1)n(C)c(=O)c(=O)n2C (configuration not stated)	-2%	13%	7	-9%	6%	7%
COC(=O)[C@@]1(Cc2ccc(OC)cc2)[C@H]2c3cc(C(=O)N4CCCC4)n(Cc4c(CO)[nH]cc(C)c4=O)c3C[C@H]2CN1C(=O)c1ccccc1	x	-5%	13	4%	x	x
O=C(O)c1cc(N/N=C/c2cccc3ccccc23)ccc1Cl	-26%	13%	93	-14%	1%	-20%
CC(C)CC(=O)NC(NC(=S)Nc1ccccc1)C(Cl)(Cl)Cl (configuration not stated)	-45%	0%	53	3%	-7%	-1%
